Lipid droplet: inhibitors of hepatocyte lipid droplet formation, primary screen, imaging, high-throughput imaging, BODIPY stain; AID 1656, 2009; inhibition, % at 6.5 µM; hit rate 0.4% among 240,000; AML12 mouse hepatocytes, oleate lipid droplets;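 active = lipid droplet intensity inhibited by at least 50%, with more than 500 cells counted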
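Technique: fluorescence imaging, 20x objective, two fields per well / Assay system: AML12 hepatocytes (mouse) / Measure: % inhibition of lipid droplet signal / Doses: 6.5 µM single-point dosing / Incubation: overnight exposure / Reagent: 100 µM oleic acid challenge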
TNAP activation fold: human TNAP enzyme activators, primary screen, biochemical, luminescent, no phosphate acceptor, uHTS (AID 1001); Alkaline phosphatase, tissue-nonspecific isozyme (Homo sapiens); purified TNAP, luminescent activation assay, no phosphate acceptor; higher activation fold means a stronger effect; one-dose activation fold at 20 µM; EC50 in µM for titrated hits; hit rate 0.03% among 200,000; in the data active = activation fold from about 3, or a potency from the dose series; inactive = the rest, 99 in 100 with activation fold below about 1.6; also: many of its hits are not listed in these tables
Myeloid diff 2: induction of myeloid progenitor differentiation, primary screen, cell-based, flow cytometry, MLPCN library; ER-HoxA9 myeloid progenitors, lysozyme-GFP differentiation; calls only at 10 µM; hit rate 1% among 360,000;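 active = normalized GFP-positive differentiation at or above the plate's own cutoff, the solvent-only control mean plus 3 SD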;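 also: cells exposed to compound for four days before flow analysis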
bCat nuc transl: modulators of beta-catenin nuclear translocation, primary screen, imaging, HeLa cells, immunofluorescence, high-content. nuclear translocation activity, % at 5 µM. hit rate 0.3% among 190,000. AID 1665, 2009;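 active = nuclear translocation activity above 50% at 5 µM, with a well cell count of 50 or more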;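 also: per-cell ratio of nuclear to cytoplasmic median beta-catenin stain intensity; plate controls were DMSO negative control for no effect and GSK-3 inhibitor IX positive control for full effect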
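System: Human HeLa cells, endogenous beta-catenin | Compound dosing: 5 µM primary, 0.02–20 µM confirmation | Timing: 24 h compound exposure at 37°C, 5% CO2 | Measured by: Fluorescence imaging of beta-catenin antibody stain plus DAPI | Read-out basis: % activation of per-cell nuclear versus cytoplasmic median beta-catenin signal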
Insulin prom up: insulin promoter activators in MIN6 cells, imaging, high-content screening, mouse beta cells | MIN6 insulin promoter-GFP reporter; hits give high values | z-score at 5 µM | hit rate 0.3% among 190,000 | AID 1625, 2009;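 active = z-score above 3 at 5 µM with at least 500 cells counted in the well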
Dynein transport: inhibitors of GR-EGFP nuclear translocation, primary screen, dynein cargo transport inhibitor project, imaging, high-content, 3617.4 mouse cells; test concentration mostly 20 µM; stimulated with dexamethasone, 1 µM; hits give low values; z-score, hits read low; hit rate 0.47% among 220,000; AID 1381, 2008;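 active = plate z-score of nuclear minus cytoplasmic receptor signal below a set negative limit, without overly bright fluorescence or cell loss, cut at about -3.5 in these data, passing the limit was not always enough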;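 also: z-score of nuclear minus cytoplasmic ring GR-EGFP intensity difference per well; some compounds called inactive have numbers as strong as hits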
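Also added – dexamethasone, 1.0 µM final · Buffer or medium – tet-free, stripped-serum medium · Schedule – induction 48 h, compound 1 h, agonist 30 min · Detection – formaldehyde fixation, Hoechst nuclear stain, 10x automated fluorescence imaging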
PMI inhibitors: inhibitors of human PMI, primary screen, biochemical, fluorescence intensity, coupled assay (AID 1209); purified PMI enzyme, coupled fluorescence intensity; higher % means a stronger effect; hit rate 0.42% among 190,000; inhibition, % at 20 µM; hits with a dose series show IC50 in µM; Mannose-6-phosphate isomerase (Homo sapiens); in the data active = inhibition above about 50%;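 also: plate controls were DMSO vehicle for no effect and wells lacking substrate for full effect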
T cell HTS: modulators of CD8 T cell-vesicle binding, primary screen, mouse 2C CD8+ T cells, flow cytometry | hit rate 0.068% among 330,000 | calls only at 7 µM | 2C CD8+ T cell-vesicle binding; hits give low values | AID 2052, 2009;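 active = response, share of CD8 T cells binding vesicles, and their 90th percentile fluorescence all below set limits, cut at about 80% in these data, passing the limit was not always enough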
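Assay system – 2C mouse CD8+ T cells · Also added – QL9-loaded Drosophila micro-vesicles · Timing – Cell–vesicle co-incubation 1.5 h at 37 °C, staining 20 min on ice · Signal – flow cytometry of vesicle-bound cells · Measure – percent CD8+ FL2 mean versus row control · Controls – Peptide-free naked vesicles (low) and QL9 vesicles with 0.7% DMSO vehicle (high)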
MT stabilizer: microtubule stabilizers in HeLa cells, primary screen, imaging, high-content imaging. HeLa tubulin immunostaining HCS, 24 h; share of cells brighter than vehicle mean+2SD. % tubulin-high responders, % at 10 µM. hit rate 0.83% among 200,000;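 active = plate Z-score above 3 for both tubulin-high and condensed-nucleus cell shares, with cell loss under 80%, at 10 µM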;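 also: anti alpha tubulin signal scored within the nucleus-defined area of each cell; some results filed as inactive read as strong as hits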
Dynein transport cytoplasmic EGFP: recorded beside Dynein transport, whose call it bears; z-score; measured here: cytoplasmic GR-EGFP intensity; hits give high values
Dynein transport nuclear GR-EGFP: recorded beside Dynein transport, whose call it bears; z-score; measured here: nuclear GR-EGFP intensity;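 lower value marks the stronger effect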
Dynein transport cell count: also measured in Dynein transport; calls as there; z-score; measured here: cell count per field
Insulin prom up cell count: second read-out of Insulin prom up, no call of its own (marks repeat the call); cell count; measured here: cytotoxicity, nuclei count;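 total cells summed across four imaged fields per well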
Lipid droplet cells 6.5 µM: second read-out of Lipid droplet, no call of its own (marks repeat the call); cell count; measured here: cell count, cytotoxicity flag;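 cells counted across two imaged fields per well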
bCat nuc transl cell count 5 µM: recorded beside bCat nuc transl, whose call it bears; cell count; measured here: cell count, cytotoxicity flag
T cell HTS vesicle-bound %: further read-out of T cell HTS, marked with its call; double positive events, %; measured here: CD8+ vesicle-bound cell fraction;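 binding gate set so that unloaded-vesicle control wells show 10% double positive cells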
MT stabilizer Hoechst-high %: also measured in MT stabilizer; calls as there; % Hoechst-high responders; measured here: nuclear condensation Hoechst responders;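 share of cells brighter than vehicle mean plus two SD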
MT stabilizer cytotoxicity %: also measured in MT stabilizer; calls as there; toxicity, %; measured here: cytotoxicity by cell density;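 0% = mean cell density of plate MIN control wells and 100% = no cells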
Myeloid diff 2 GFP+ MAC1+ %: recorded beside Myeloid diff 2, whose call it bears; GFP+ MAC1+ double positive, %; measured here: differentiation confirmed by MAC1 staining
An asterisk follows results filed as active; i = inactive; / = not tested or not shown.

SMILES | Lipid droplet | Lipid droplet cells 6.5 µM | TNAP activation fold | Myeloid diff 2 | Myeloid diff 2 GFP+ MAC1+ % | bCat nuc transl | bCat nuc transl cell count 5 µM | Insulin prom up | Insulin prom up cell count | Dynein transport | Dynein transport cytoplasmic EGFP | Dynein transport nuclear GR-EGFP | Dynein transport cell count | PMI inhibitors | T cell HTS | T cell HTS vesicle-bound % | MT stabilizer | MT stabilizer Hoechst-high % | MT stabilizer cytotoxicity %
CCC1(CC)C(=O)N(C)C(=O)NC1=Nc1ccc(OC)cc1 | -2.1 | 767 | 1 | i | 1.2 | 0.4 | 1209 | -0.2 | 743 | 0.347 | -0.183 | 0.603 | -0.182 | 1.8% | i | 26.2 | 2.1 | 1.7 | 7.6
CC(C)OCCCNC(=O)C1CCC(CNS(=O)(=O)c2ccccc2)CC1 (stereo not drawn) | 4.7 | 710 | 1.1 | i | 0.3 | 3.9 | 449 | 0.05 | 1115 | 0.292 | -0.186 | 1.18 | -1.02 | 1.4% | i | 45.3 | 4.5 | 3.4 | 3.9
Cc1ccc(/C=N/n2cnc3sc(-c4ccccc4)cc3c2=O)o1 | 19.8 | 786 | 1.1 | i | 0.5 | -0.9 | 984 | 0.19 | 945 | 0.28 | -0.287 | 0.455 | -0.324 | 7.6% | i | 28.5 | 0.7 | 0.7 | 4.9
N=c1c2c(ncn1CCN1CCOCC1)Oc1ccc3ccccc3c1C2c1ccccc1 (stereo not drawn) | / | / | 1 | i | 0.8 | / | / | -0.99 | 988 | -0.913 | 2.92 | -0.0271 | -4.01 | -6.2% | i | 31.8 | 2.8 | 1.3 | 3.3
O=C(CN(c1ccccc1)S(=O)(=O)c1ccccc1)N1CCN(Cc2ccc3c(c2)OCO3)CC1 | -27.7 | 737 | 1.1 | i | 0.9 | / | / | / | / | 2.29 | 0.054 | 2.3 | -2.7 | 12.5% | i | 38.0 | 2.3 | 0.0 | 24.9
COC(=O)Nc1nn(-c2ccc(C)cc2)c(=O)c(C#N)c1C | -11.5 | 679 | 1 | i | 0.4 | 1.3 | 1024 | 0.44 | 1098 | 2.39 | -0.159 | 1.11 | -1.42 | 4.4% | i | 48.6 | 7.3 | 0.9 | 4.2
CCOC(=O)C1C(=O)NCC2CCCC21 (stereo not drawn) | 12.4 | 747 | 1.1 | i | 0.4 | 0.0 | 1258 | 0.54 | 1243 | -0.115 | -0.267 | 0.589 | 0.00871 | -1.2% | i | 28.6 | 2.3 | 2.5 | 6.2
COc1ccccc1C(=O)O/N=C(\N)c1ccccc1Cl | -2.2 | 654 | 0.8 | i | 0.3 | -0.2 | 1146 | 0 | 1281 | -0.582 | -0.13 | 0.027 | -0.523 | -0.1% | i | 60.8 | 1.6 | 2.2 | 3.8
O=C1C2C3CCC(C3)C2C(=O)N1Cc1ccccc1 (stereo not drawn) | 6.9 | 582 | 1 | i | 0.5 | -2.0 | 1082 | 0.54 | 1517 | 0.889 | -0.259 | 0.864 | -0.793 | 13.4% | i | 17.4 | 3.1 | 2.1 | 5.7
COc1ccccc1Nc1nc(N)nc(CSC(=S)N2CC(C)CC(C)C2)n1 (stereo not drawn) | 6.2 | 710 | 1 | i | 0.5 | 7.9 | 977 | -0.37 | 1331 | -0.699 | -0.319 | -0.732 | 0.46 | 13.9% | i | 48.0 | 3.0 | 3.2 | 9.9
Cn1c(Sc2ccccc2Cl)c(C=O)c2ccccc21 | / | / | 1 | i | 0.8 | -1.5 | 1377 | 0.84 | 1392 | -0.202 | -0.143 | -0.206 | -0.0166 | 11.9% | i | 31.4 | 2.3 | 1.6 | 1.7
CCc1nnc(NC(=O)CSc2nnc(COc3ccccc3)n2Cc2ccccc2)s1 | / | / | 1.1 | i | 1.2 | / | / | / | / | -0.39 | -0.241 | -0.0692 | 0.884 | -8.5% | i | 38.3 | 2.0 | 1.5 | 10.5
O=C(OC(C(=O)Nc1ccc(Cl)cc1C(F)(F)F)c1ccccc1)C1=COCCO1 (stereo not drawn) | 1.1 | 657 | 1 | i | 0.3 | -0.8 | 1108 | -0.05 | 1515 | 0.101 | -0.247 | -0.0875 | -0.226 | 5.3% | i | 0.1 | 3.8 | 1.1 | 9.4
S=C(NCCCn1ccnc1)NC1CCCCC1 | 2.9 | 662 | 0.9 | i | 0.6 | 1.1 | 609 | 0.24 | 1271 | -0.19 | 0.293 | -0.271 | 0.432 | -8.8% | i | 41.7 | 2.5 | 2.6 | 1.6
Cc1ccc(NC(=O)Nc2nnc(-c3ccccc3)o2)cc1 | 3.2 | 567 | 1 | i | 1.1 | 0.3 | 1473 | / | / | 0.58 | -0.292 | 0.329 | 0.221 | 4.2% | i | 58.9 | 1.6 | 1.4 | 2.2

Single values from the results shown:
`Cc1ccc(/C=N/n2cnc3sc(-c4ccccc4)cc3c2=O)o1` | bCat nuc transl: -0.9
`O=C1C2C3CCC(C3)C2C(=O)N1Cc1ccccc1` (stereo not drawn) | MT stabilizer Hoechst-high %: 2.1

More compounds:
SMILES | Lipid droplet | Lipid droplet cells 6.5 µM | TNAP activation fold | Myeloid diff 2 | Myeloid diff 2 GFP+ MAC1+ % | bCat nuc transl | bCat nuc transl cell count 5 µM | Insulin prom up | Insulin prom up cell count | Dynein transport | Dynein transport cytoplasmic EGFP | Dynein transport nuclear GR-EGFP | Dynein transport cell count | PMI inhibitors | T cell HTS | T cell HTS vesicle-bound % | MT stabilizer | MT stabilizer Hoechst-high % | MT stabilizer cytotoxicity %
Cc1ccccc1CSCC(=O)NC(=O)NC(C)(C)C | / | / | 1.1 | i | 4.8 | -4.4 | 972 | 0.65 | 1594 | 1.02 | -0.214 | 1.42 | -0.141 | 4.3% | i | 38.0 | 2.1 | 1.3 | 0.8
O=c1[nH]n(CC2COC3(CCCCC3)O2)c(=O)c2ccccc12 (stereo not drawn) | / | / | 1.1 | i | 7.5 | -2.7 | 804 | 1.1 | 1193 | -0.397 | -0.306 | -0.182 | -0.282 | -6.5% | i | 42.9 | 3.9 | 3.1 | 3.5
COc1ccc(C2C3=C(N=C4SCC(=O)N42)c2ccccc2CC3)cc1OC (stereo not drawn) | / | / | 0.9 | i | 0.5 | -2.5 | 1147 | -0.09 | 1088 | -0.148 | -0.243 | -0.284 | 0.623 | 8.8% | i | 11.3 | 1.1 | 1.3 | 7.7
O=C1c2cccnc2C(Nc2ccccc2Br)N1Cc1ccco1 (stereo not drawn) | 1.4 | 714 | 1.1 | i | 0.2 | -0.1 | 1108 | 0.69 | 1091 | -0.0493 | -0.317 | 0.0966 | 0.0277 | -14.3% | i | 58.8 | 3.9 | 1.8 | 3.6
CCSC1=NC2(CCCCC2)Nc2sc3c(c21)CCCC3 | 11.7 | 756 | 1.2 | i | 1.2 | / | / | -0.06 | 900 | -0.806 | -0.249 | -0.372 | 0.233 | -35.0% | i | 23.4 | 2.5 | 1.4 | 14.1
O=C(CSc1nc2ccccc2o1)Nc1nccs1 | 16.0 | 750 | 1.1 | i | 0.3 | 3.0 | 1083 | -0.66 | 1218 | -0.868 | -0.164 | -0.53 | -0.56 | -11.9% | i | 5.8 | 1.3 | 1.3 | 6.7
COc1ccc(/C(C)=N/OC/C(O)=C(\C#N)c2nc3ccccc3[nH]2)cc1OC | / | / | 1.2 | i | 0.2 | 2.6 | 1437 | -0.8 | 1365 | -0.519 | -0.286 | -0.11 | 0.572 | 8.5% | i | 38.7 | 15.7* | 8.6* | 7.4*
CC(C)C[C@H](NC(=O)Nc1ccc(Oc2ccccc2)cc1)C(=O)O | -5.1 | 699 | 1.1 | i | 1.2 | -1.1 | 573 | 0.63 | 1326 | -0.224 | -0.287 | 0.479 | 0.636 | -16.6% | i | 11.8 | 4.2 | 1.8 | 5.2
CC1Cc2ccccc2N1C(=O)CCS(=O)(=O)c1cccs1 (stereo not drawn) | 0.4 | 732 | 1.1 | i | 1.6 | 0.9 | 1035 | 1.04 | 972 | 2.54 | -0.135 | 2.37 | -1.53 | 6.2% | i | 40.1 | 3.2 | 1.4 | 2.2
COc1ccc(OC)c(C2C(C(=O)Nc3ccccc3OC)=C(C)Nc3nc(CCCO)nn32)c1 (stereo not drawn) | / | / | 1.1 | i | 2.7 | -6.5 | 1210 | 1.41 | 1105 | -0.165 | -9.16e-05 | 0.065 | 0.231 | 12.6% | i | 38.0 | 1.2 | 5.2 | 8.7
CCOc1ccc(NS(=O)(=O)c2ccc(NC(=O)[C@@H]3CCCC[C@@H]3C(=O)O)cc2)cc1 | 14.8 | 606 | 1.2 | i | 1.0 | 6.2 | 528 | -0.07 | 1263 | 1.08 | 0.851 | 0.922 | -0.811 | -7.5% | i | 40.3 | 1.7 | 2.1 | 8.3
CS(=O)(=O)N(Cc1ccccc1)c1ccccc1C(=O)Nc1ccccc1C(=O)NCc1ccco1 | 14.3 | 791 | 1.2 | i | 2.7 | / | / | 0.3 | 947 | -0.583 | -0.0804 | -0.0405 | 0.632 | 1.5% | i | 41.3 | 1.1 | 1.5 | 6.9
